Screening data deposited in PubChem by National Center for Advancing Translational Sciences (NCATS).
KinaseGlo FLuc: Counterscreen for Luciferase (Kinase-Glo TM) Inhibition; Luciferin 4-monooxygenase (Photuris pensylvanica), Q27757; Kinase-Glo luciferase, ATP luminescence, 8 min; Potency, µM (highest dose often 38.3 µM), inactives show top-dose activity change, negative = inhibition, hits mostly inhibitors; hit rate 0.28% among 200,000; AID 1379, 2008; note: potency is the fitted concentration of half-maximal effect; % is set by controls: 0 for no effect and ±100 for the full control effect; nearly all actives have a fitted effect of over 60% in size
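Recombinant Kinase-Glo luciferase, 10 uM ATP (linear range), luciferin; imidazole pH 7.2 / KCl / MgCl2 / Tween / BSA buffer; 8 min RT; luminescence.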
Lamin A splicing: qHTS Assay for Modulators of Lamin A Splicing; hit rate 0.01% among 200,000; HeLa LMNA splicing GFP/RFP minigene ratio, 48 h; Potency, µM (highest dose often 46.1 µM), without a hit: at the top dose ratio change, negative = inhibition, actives largely listed as inhibitors; AID 1487, 2009; active = well fitted inhibition curve with a large enough effect in the signal ratio, with a control signal flat, not every such curve was filed as active; inconclusive = small, poorly fitted or top-dose-only effect, or effect the other way, or a change in a side signal; the % refers to the signal ratio; note: potency is the fitted concentration of half-maximal effect; % is set by controls: 0 for no effect and ±100 for the full control effect
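Read-out is the ratio of GFP to DsRed2 object intensity, acquired by 488 nm laser-scanning cytometry on HeLa lamin A-EGFP minigene reporter cells. Compound incubation 48 hrs at 37 °C in Opti-MEM with 2% FBS; DMSO 0.5% final.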
SMN2 splice enh: qHTS Assay for Enhancers of SMN2 Splice Variant Expression. HEK293 SMN2-luciferase splicing reporter, luminescence, 30-36 h. Potency, µM (titrated, usually from 46.1 µM), inactives show at the highest dose activity change, positive = activation, usual class: activators. hit rate 2.8% among 210,000; note: potency is the fitted concentration of half-maximal effect; % of control where 0% means no effect; nearly all actives have a fitted effect of over 55% in size
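HEK293 cells carry an SMN2 minigene-luciferase reporter in which exon 7 inclusion puts luciferase in frame. Cells were seeded at 2000 cells/well, attached for 10-12 hours, then exposed to compounds for 30-36 hours at 37C before ONE-Glo luminescence.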
HTT cytoprotect: qHTS Multiplex Assay to Identify Dual Action Probes in a Cell Model of Huntington: Cytoprotection (ATP). hit rate 0.14% among 230,000. Potency, µM (series often up to 56.4 µM), for the others: cytoprotection (ATP increase), most hits filed as activators. AID 1471, 2008. PC12 HTT-Q103 induced, cytoprotection, ATP luminescence, 40 h;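 note: potency is the fitted concentration of half-maximal effect; % of control where 0% means no effect; nearly all actives have a fitted effect of over 45% in size; toxic huntingtin expression switched on by the ecdysone agonist tebufenozide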
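ATP quantification (ATPlite) reports survival of PC12 cells in which tebufenozide, 100 nM final, switches on Htt exon 1 with 103 glutamines linked to GFP; compounds are titrated.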
HttQ103 aggreg: qHTS Multiplex Assay to Identify Dual Action Probes in a Cell Model of Huntington: Aggregate Formation (GFP); PC12 HttQ103-GFP aggregates, Acumen cytometry, 40 h; hit rate 1.1% among 220,000; Potency, µM (top dose mostly 46.1 µM), for the others: top-dose activity change, negative = inhibition, actives largely listed as inhibitors; AID 1688, 2009; note: potency is the fitted concentration of half-maximal effect; % is set by controls: 0 for no effect and ±100 for the full control effect; nearly all actives have a fitted effect of over 60% in size
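Aggregates are detected as GFP objects 1–25 µm with signal 6 STDEV over background in lysates of induced PC12 cells. These carry Huntingtin exon 1 with 103 glutamines fused to GFP under an ecdysone promoter; compounds titrated.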
IMPase Li inh: qHTS Assay for Identifying the Cell-Membrane Permeable IMPase Inhibitors: Potentiation with Lithium; CHO-M1 cells, IP1 TR-FRET (IP-One), carbachol + lithium; hit rate 0.35% among 210,000; AID 1457, 2008; Potency, µM (doses to about 59.4 µM), without a hit: at the highest dose activity, negative = IMPase inhibition, most hits filed as inhibitors;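 note: IP1 builds up when IMPase is blocked and the TR-FRET signal falls; potency is the fitted concentration of half-maximal effect; plate controls were basal vehicle for no effect and high inhibitor control for full effect; nearly all actives have a fitted effect of over 50% in size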
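Readout is a homogeneous TR-FRET IP1 immunoassay (Ex 320, Em 665 and 620), where raised cytosolic IP1 lowers signal. Cells were CHO-M1 treated 30 min at 37C with test compounds plus a little lithium; AC50 values came from Hill-equation fitting.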
CBFb RUNX1 block: qHTS Assay for Compounds Blocking the Interaction Between CBF-beta and RUNX1 for the Treatment of Acute Myeloid Leukemia. Runt-related transcription factor 1 (Homo sapiens) + Core-binding factor subunit beta …. AlphaScreen CBFb-His/RUNX1-biotin binding, biochemical. Potency, µM (titrated, usually from 59.8 µM), for inactives: top-dose activity, negative = inhibition, most hits filed as inhibitors. 230,000 tested, under 10 active. AID 1477, 2009; note: % of control where 0% means no effect
Target sequence (Q01196 whole entry, looked up): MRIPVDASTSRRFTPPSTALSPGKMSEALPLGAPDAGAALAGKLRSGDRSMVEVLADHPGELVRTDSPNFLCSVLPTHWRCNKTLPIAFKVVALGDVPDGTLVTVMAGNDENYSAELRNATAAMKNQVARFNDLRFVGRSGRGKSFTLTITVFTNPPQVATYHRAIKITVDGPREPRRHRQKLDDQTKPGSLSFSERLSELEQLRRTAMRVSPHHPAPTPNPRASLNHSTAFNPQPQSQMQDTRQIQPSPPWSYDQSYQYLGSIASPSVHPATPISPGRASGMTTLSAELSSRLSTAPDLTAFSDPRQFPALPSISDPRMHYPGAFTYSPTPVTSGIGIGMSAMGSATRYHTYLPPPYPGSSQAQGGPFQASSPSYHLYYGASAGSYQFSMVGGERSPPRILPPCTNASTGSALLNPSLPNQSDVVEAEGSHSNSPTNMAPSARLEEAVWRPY
Target sequence (Q13951 whole entry, looked up): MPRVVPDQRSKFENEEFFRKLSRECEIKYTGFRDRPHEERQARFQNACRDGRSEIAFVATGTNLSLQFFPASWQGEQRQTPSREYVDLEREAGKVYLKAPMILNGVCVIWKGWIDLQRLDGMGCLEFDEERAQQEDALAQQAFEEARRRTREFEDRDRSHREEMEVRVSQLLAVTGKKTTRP
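Proteins preincubated together for 20 min at RT before compound addition; 15 min later, nickel and streptavidin beads were added and left 90 min prior to AlphaScreen measurement.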
* hit, by the source's call; ? = inconclusive; nt = no result given; & = joins results of further samples; [ ] = remark or other dose. Unless noted, calls come from the whole dose curve; as a rule, active = well fitted curve in the direction sought with a large enough effect; inconclusive = small, poorly fitted or top-dose-only effect, or another doubt; inactive = no such curve, though single readings can be large; an effect the other way counts as inactive or inconclusive. Rows are unselected. About 4% of those tested had a hit in this group.

The line under a structure holds: Lamin A splicing	KinaseGlo FLuc	HTT cytoprotect	HttQ103 aggreg	IMPase Li inh	CBFb RUNX1 block	SMN2 splice enh
- COc1cc(OC)c(NS(=O)(=O)c2cccc(C(=O)OCC(=O)NCC3CCCO3)c2)cc1Cl (centres undefined)
  6%[46 µM]	0%	-21%	9%	5%	18%	4%
- C=CCn1c(C)cc(C(=O)CN2C(=O)c3ccccc3C2=O)c1C
  1%	-7%	-85%[inhibitor]	8%	-8%[38.3 µM]	-9%	-37%[inhibitor]
- CCCCn1nc(CC(=O)NCCN(CC)CC)c2ccccc2c1=O
  nt	nt	36%[10 µM]	-19%[9.22 µM]	nt	11%	nt
- COC(=O)c1ccc(CN2CCC(CO)(Cc3ccccc3Cl)CC2)cc1
  12%[46 µM]	-4%	10%[10 µM]	-11%[9.22 µM]	0%	4%	nt
- Cc1ccc2nc3c(c(N)c2c1)CCN3c1ccccc1
  ?	2%	-20%	-13%	17%[38.3 µM]	0%	-48%[inhibitor]
- CCOC(=O)N1CCN(C(=O)c2cccc(F)c2)CC1
  ?	0%	nt	nt	3%	5%	17%
- CCOc1ccc(OCC)c(C2C(C#N)=C(N)N(c3cccnc3)C3=C2C(=O)CC(C)(C)C3)c1 (centres undefined)
  -4%	3%	1%[10 µM]	?	15%[38.3 µM]	4%	4%
- Cc1csc2ncnc(N3CCN(C(=S)Nc4ccc(F)cc4F)CC3)c12
  nt	nt	-1%[10 µM]	-26%[9.22 µM]	nt	0%	nt
- O=C(CSCc1ccccc1)Nc1ccc(F)cc1F
  nt	1%	16%	21%	9%	-1%	0%
- CN1C(=O)/C(=C/c2ccc(-c3ccccc3[N+](=O)[O-])o2)SC1=Nc1ccc(Cl)c(C(=O)O)c1
  -3%	1%	13%[10 µM]	26%	-1%	-9%	18%
- CCc1ccc(C2=NNC(=Nc3c(C)n(C)n(-c4ccccc4)c3=O)SC2)cc1
  nt	5%	-54%[inhibitor]	-5%	1%	-28%	-21%
- O=C(CSc1nnc(-c2ccco2)n1CC1CCCO1)NC1CCCC1 (centres undefined)
  -12%	1%	9%[10 µM]	-2%	8%	8%	2%
- CCN(CC)S(=O)(=O)c1ccc(NC(=O)C2CCCN(C(=O)c3ccc(Cl)cc3)C2)cc1 (centres undefined)
  ?	1%	-8%[10 µM]	-12%	4%	-8%	-31%[inhibitor]
- O=C(CCCN1C(=O)c2ccccc2C1=O)Nc1nc2ccccc2[nH]1
  4%[46 µM]	nt	30%[10 µM]	14%[9.22 µM]	nt	-1%	nt
- Cc1cc(C(=O)N/N=C/c2c(C)nn(-c3ccccc3)c2C)c(C)o1
  nt	nt	-18%[10 µM]	12%[9.22 µM]	nt	-6%	nt

Two compounds from above, limited to KinaseGlo FLuc, HttQ103 aggreg and SMN2 splice enh:
| Compound | KinaseGlo FLuc | HttQ103 aggreg | SMN2 splice enh |
| --- | --- | --- | --- |
| O=C(CCCN1C(=O)c2ccccc2C1=O)Nc1nc2ccccc2[nH]1 | nt | 14%[9.22 µM] | nt |
| O=C(CSCc1ccccc1)Nc1ccc(F)cc1F | 1% | 21% | 0% |

More entries
The line under a structure holds: Lamin A splicing	KinaseGlo FLuc	HTT cytoprotect	HttQ103 aggreg	IMPase Li inh	CBFb RUNX1 block	SMN2 splice enh
- CCOC(=O)c1ccc(S(=O)(=O)N2CCN(C3CCCC3)CC2)cc1
  0%[46 µM]	-3%	3%[10 µM]	-25%[9.22 µM]	7%	-1%	nt
- CN1CCC2(CC1)CCN(C(=O)c1cc(C(F)(F)F)cc(C(F)(F)F)c1)CC2
  nt	1%	-25%	nt	9%	nt	1%
- COC(=O)[C@H](Cc1ccccc1)NC(=O)O[C@H]1C(=O)c2ccc(OC)cc2O[C@@H]1c1ccc2c(c1)OCO2
  ?	0%&4%	23%	0%	15%&7%	-4%	-4%&11%
- Cc1noc(C)c1-c1nc(NCc2cccnc2)c2ccccc2n1
  -26%	-4%	-39%[inhibitor]	nt	-3%	nt	21%
- CCN(CC)c1nc(Oc2ccc(=O)[nH]n2)nc(N2CCOCC2)n1
  ?	4%	-35%[10 µM]	21%	4%	-2%	1%
- C=C(C)c1cccc(C(C)(C)NC(=O)NCc2cccnc2)c1
  nt	-1%	20%[10 µM]	-4%[9.22 µM]	8%	-12%	nt
- O=C(NNS(=O)(=O)c1ccc(F)cc1)c1cnccn1
  nt	0%	nt	5%	0%	1%	17%
- COc1ccc(C(=O)N2CCN=C2SCc2cccnc2)cc1OC
  -14%	-1%	1%	17%	-8%[38.3 µM]	3%	-7%
- CC(C)(C)c1ccc(S(=O)(=O)NCc2ccc(C(=O)NCc3ccccn3)cc2)cc1
  -7%	-1%	-93%[inhibitor][10 µM]	?	9%	-3%	-13%[1.84 µM]
- CC(Oc1ccccc1)C(=O)Nc1ccc(S(=O)(=O)N2CCOCC2)cc1 (centres undefined)
  10%	-2%	-12%	16%	2%[38.3 µM]	3%	-11%
- O=C(NC1CC1)c1ccc2snnc2c1
  -1%[46 µM]	-1%	24%[10 µM]	16%[9.22 µM]	-3%	4%	-4%
- CCCCCCCC(=O)N/N=C/c1ccc(Br)cc1
  -1%	-2%	-12%	-13%	27%[38.3 µM]	6%	-31%[inhibitor]
- CCOC(=O)COc1ccc(S(=O)(=O)N2CCN(c3ccc(F)cc3)CC2)cc1
  3%	16%	-16%	-11%	29%[38.3 µM]	0%	1%
- O=C(O)c1cc2c(N3CCC(Cc4ccccc4)CC3)ncnc2s1
  -2%[46 µM]	0%	-34%[inhibitor]	10%	5%	8%	20%
- C#CCOC(=O)/C(=C/c1ccc(F)cc1)NC(C)=O
  -10%	6%	-13%[10 µM]	-9%	-4%	0%	12%
- CCOc1ccccc1-c1nc(-c2ccc(NC(=O)Cc3ccccc3OC)cc2)no1
  ?	-2%	-2%	5%	4%	2%	-11%
- CN=C1SC(C(=O)O)CC(=O)N1C (centres undefined)
  5%	-1%	1%[10 µM]	5%[9.22 µM]	1%[38.3 µM]	5%	7%
- CC(/C=C1\SC(=S)N(CC(=O)N2CCN(c3ccccc3)CC2)C1=O)=C\c1ccccc1
  -5%	-2%	14%[10 µM]	-6%	4%	-7%	-1%[1.84 µM]
- COC(=O)c1ccc(C)c(NC(=O)CCSc2ccccc2)c1
  17%	-1%	-82%[inhibitor]	7%	3%[38.3 µM]	0%	-8%
- Cc1cc(N2CCC(C)CC2)n2nc(C)c(-c3ccccc3)c2n1
  ?	-1%	-3%	-12%	25%[38.3 µM]	?	-20%
- NC(=O)C(c1ccccc1)C1CCCCC1 (centres undefined)
  4%	-2%	4%	-23%	27%[38.3 µM]	1%	15%
- CSc1ccc(CN(C)CC(=O)Nc2cccc(Br)c2)cc1
  ?	6%	27%[10 µM]	15%	6%	-4%	-47%[inhibitor]
- CN(C)Cc1cc(C(C)(C)C)cc(C(C)(C)C)c1O
  nt	nt	-5%[10 µM]	-16%[9.22 µM]	nt	4%	nt
- Cc1ccc(S(=O)(=O)Nc2cc(NC(=O)CN3CCOCC3)ccc2Cl)cc1
  1%	7%	-15%	29%	21%[38.3 µM]	3%	-4%
- CN(CCc1ccccn1)c1ccc([N+](=O)[O-])cn1
  nt	nt	18%[10 µM]	-5%[9.22 µM]	nt	6%	nt
- CN(CCOc1ccc(-c2ccn(S(=O)(=O)c3cccc4ccccc34)n2)cc1)c1ccccn1
  -20%	2%	21%[10 µM]	5%	41%[38.3 µM]	1%	-65%[inhibitor]
- Cc1cc(C)c(NC(=O)Cn2nnc(C(=O)NCc3cccs3)c2N)c(C)c1
  5%	1%	-15%	0%	-6%[38.3 µM]	-4%	-1%&23%
- S=C1NCN(Cc2cccnc2)CN1
  nt	nt	2%[10 µM]	-12%[9.22 µM]	nt	8%	nt
- COC(=O)c1cccc(C(=O)Nc2ccc(F)cc2)n1
  23%	-16%	14%	16%	-7%[38.3 µM]	2%	0%
- O=C1N=c2ccccc2=C1c1sc(=S)n(NC(=O)c2ccccc2)c1O
  nt	nt	-13%[10 µM]	-24%[9.22 µM]	nt	9%	nt
- COCc1nc2ccccc2n1CCCOc1ccccc1
  -2%	-1%	-8%	-14%	-7%[38.3 µM]	5%	-13%
- COc1ccc2c(c1)[nH]c1c(=O)n(Cc3ccncc3)cnc12
  nt	nt	-1%[10 µM]	9%[9.22 µM]	nt	-1%	nt
- CC(=O)c1c(C(C)=O)c(C)n(-c2nc(-c3cccs3)c(C)s2)c1C
  -12%	0%	8%[10 µM]	12%	10%[38.3 µM]	-4%	-40%[inhibitor]

One compound at a time, as listed above. Order of screens: Lamin A splicing, KinaseGlo FLuc, HTT cytoprotect, HttQ103 aggreg, IMPase Li inh, CBFb RUNX1 block, SMN2 splice enh
Listed for CCOc1ccccc1-c1nc(-c2ccc(NC(=O)Cc3ccccc3OC)cc2)no1 : ?, -2%, -2%, 5%, 4%, 2%, -11%
Listed for CN(CCc1ccccn1)c1ccc([N+](=O)[O-])cn1 : nt, nt, 18%[10 µM], -5%[9.22 µM], nt, 6%, nt
Listed for Cc1ccc(S(=O)(=O)Nc2cc(NC(=O)CN3CCOCC3)ccc2Cl)cc1 : 1%, 7%, -15%, 29%, 21%[38.3 µM], 3%, -4%
Listed for COC(=O)c1cccc(C(=O)Nc2ccc(F)cc2)n1 : 23%, -16%, 14%, 16%, -7%[38.3 µM], 2%, 0%
Listed for Cc1cc(C)c(NC(=O)Cn2nnc(C(=O)NCc3cccs3)c2N)c(C)c1 : 5%, 1%, -15%, 0%, -6%[38.3 µM], -4%, -1%&23%
